Screens as filed in PubChem.
ARNT TACC3 PPI: disruptors of human ARNT/TACC3 interaction; AlphaScreen His-ARNT PAS-B/GST-TACC3 binding, luminescence; TACC3 fragment carries E629A point mutation; inhibition, % at 9.99 µM; actives 0.66% (n = 390,000);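 active = mean inhibition of replicates at least 50% and at least half of replicates each reaching 50%; inconclusive = half or more replicates reach 50% but mean below 50%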;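 also: 0% = complete ARNT plus TACC3 wells and 100% = ARNT alone without TACC3; many hits fall short of the cut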
PglD DTNB: blocks C. jejuni PglD acetyltransferase activity; purified PglD enzyme, DTNB colorimetric CoA detection; inhibition, % at 12.5 µM; actives 0.098% (n = 360,000); in the data active = inhibition above about 16%, passing the limit was not always enough; inconclusive = no clear call, values can overlap the other calls; also: strong numbers were not always called active
Casp6 inh: blocks human caspase-6 cleavage activity; P55212; purified caspase-6, Z-VEID-R110 cleavage fluorescence; inhibition, % at 12.5 µM; actives 0.53% (n = 350,000); AID 686996;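 active = mean inhibition across replicates at least about 35%, with every replicate also reaching that limit, limit read from the data; inconclusive = only one of the two criteria met; inactive = neither criterion met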;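 also: 0% = median of neutral control wells and 100% = no fluorescence left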
esBAF inh: blocks esBAF chromatin remodeling in mouse ES cells. Bmi1-luciferase knock-in reporter, 24 h; 100% = twice the neutral-well signal. actives 2% (n = 350,000). reporter increase, % at 12.5 µM; in the data active = activation above about 40%; inconclusive = no clear call, values can overlap the other calls;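 also: 0% = median of the plate's neutral control wells and 100% = double that signal; a rise in the Bmi1 reporter signal indicates esBAF inhibition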
RAD52 inh: blocks human RAD52 DNA annealing | recombinant RAD52 DNA annealing, FRET fluorescence | actives 0.46% (n = 360,000) | inhibition, % at 18.7 µM;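 active = every replicate showing at least 50% inhibition; inconclusive = mean inhibition at least 50% but not in every replicate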
Target sequence (P43351 whole entry, looked up): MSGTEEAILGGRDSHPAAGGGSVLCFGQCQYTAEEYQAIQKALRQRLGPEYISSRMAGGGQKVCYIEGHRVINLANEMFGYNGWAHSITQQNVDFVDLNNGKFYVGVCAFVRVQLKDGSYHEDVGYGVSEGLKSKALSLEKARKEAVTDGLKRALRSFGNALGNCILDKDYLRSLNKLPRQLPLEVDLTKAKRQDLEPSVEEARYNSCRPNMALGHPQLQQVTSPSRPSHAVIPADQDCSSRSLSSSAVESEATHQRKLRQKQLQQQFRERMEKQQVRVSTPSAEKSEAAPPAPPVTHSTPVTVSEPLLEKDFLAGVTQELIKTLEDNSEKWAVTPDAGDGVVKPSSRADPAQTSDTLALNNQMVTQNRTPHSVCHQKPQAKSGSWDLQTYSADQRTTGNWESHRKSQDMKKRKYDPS
ERp5 inh: blocks human ERp5 reductase activity on insulin; Q15084; ERp5 insulin aggregation, absorbance 650 nm, 90 min; inhibition, % at 9.99 µM; actives 0.05% (n = 350,000);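 active = mean replicate inhibition above about 25%, with every replicate also reaching it, limit read from the data, passing the limit was not always enough; inconclusive = only one of those two criteria met; inactive = neither criterion met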
E-selectin induc: E-selectin induction on HUVECs; activation, % at 7.58 µM; actives 0.37% (n = 260,000); HUVEC E-selectin immunofluorescence imaging; normalized: neutral wells 0, TNF-alpha wells 100; AID 686992; P16581;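 active = mean E-selectin-positive cell signal at least 10% of the positive control, reached in at least 60% of replicates, without over 20% cell loss; inconclusive = no rule given, readout overlaps actives, possibly toxicity-flagged; inactive = the rest, including those meeting only one limit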;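 also: in these data hits start at about 27%; measured in HUVEC primary endothelial cells; signal is the percent of cells scored E-selectin positive by PE staining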
Target sequence (P16581 whole entry, looked up): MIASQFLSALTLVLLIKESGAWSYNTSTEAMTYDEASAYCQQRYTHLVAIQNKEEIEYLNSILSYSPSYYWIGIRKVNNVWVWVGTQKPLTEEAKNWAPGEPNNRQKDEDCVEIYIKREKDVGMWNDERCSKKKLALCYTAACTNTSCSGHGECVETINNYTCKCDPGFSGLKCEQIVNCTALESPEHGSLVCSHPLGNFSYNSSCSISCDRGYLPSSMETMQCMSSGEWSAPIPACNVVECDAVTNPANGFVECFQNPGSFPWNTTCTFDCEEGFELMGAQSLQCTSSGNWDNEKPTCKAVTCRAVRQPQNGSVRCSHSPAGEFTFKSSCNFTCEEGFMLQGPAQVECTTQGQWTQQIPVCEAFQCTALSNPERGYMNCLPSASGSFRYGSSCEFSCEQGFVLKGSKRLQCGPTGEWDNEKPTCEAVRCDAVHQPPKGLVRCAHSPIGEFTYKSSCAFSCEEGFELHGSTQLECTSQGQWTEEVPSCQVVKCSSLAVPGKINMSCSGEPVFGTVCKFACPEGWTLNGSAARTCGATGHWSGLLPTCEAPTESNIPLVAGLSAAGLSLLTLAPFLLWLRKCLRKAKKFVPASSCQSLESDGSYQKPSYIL
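System: HUVEC / Compound: single concentration / Signal: immunofluorescence imaging / Read-out: percent E-selectin-positive cells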
RAD54 branch: inhibitors of human RAD54 branch migration; actives 0.14% (n = 360,000); Q92698; RAD54 Holliday junction branch migration, FAM/BHQ fluorescence; inhibition, % at 10.4 µM;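 active = mean normalized replicate activity at least 40 and at least half of replicates scoring 40 or more; inconclusive = only one of the two criteria met; inactive = mean below 40 and under half of replicates reaching 40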;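 also: 0% = median of neutral control wells and 100% = median of positive control wells; inhibitors cause a drop in the FAM fluorescence signal; in these data hits start at about 50%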
Starred values were filed as active, the others as inactive; ? = inconclusive; . = no result given.

SMILES | ARNT TACC3 PPI | PglD DTNB | Casp6 inh | esBAF inh | RAD52 inh | ERp5 inh | E-selectin induc | RAD54 branch
COc1ccc(OC)c(S(=O)(=O)N2CCCC(C(=O)NCc3ccncc3)C2)c1 (centres undefined) | 0 | 0 | -3 | 0 | -13 | 6 | . | -10
C[C@@H]1CN([C@@H](C)CO)C(=O)c2cc(C#CC3CCCCC3)cnc2O[C@@H]1CN(C)Cc1ccncc1 | 2 | 2 | -1 | . | 10 | 4 | 0.1 | -2
O=C(NCc1ccc2c(c1)OCO2)C1CCCCC1 | -2 | -4 | -2 | 22 | -15 | 4 | 0.0 | -10
Cc1ccc2c(c1)COc1c3ccc(C(=O)NCCO)cc3nn1-2 | -2 | 5 | 1 | 62* | -14 | -4 | 0.5 | 18
CO[C@@H]1CN(C)C(=O)c2cc(NC(=O)c3cnccn3)ccc2OC[C@H](C)N(C)C[C@@H]1C | 10 | -3 | -7 | 0 | -6 | -11 | -0.3 | 6
O=C(Cn1c(NCCO)nc2ccccc21)N1CCN(Cc2ccccc2)CC1 | -1 | -2 | -2 | . | 3 | 1 | 0.1 | -7
O=C(c1ccco1)N1CCN(C(=O)C2CC(c3ccc(F)cc3)=NO2)CC1 (centres undefined) | . | 2 | -3 | -48 | 1 | 1 | 0.1 | 3
Cc1cccc(C(=O)Nc2nnc(-c3ccco3)o2)c1 | 56* | . | 2 | . | -14 | -2 | -0.3 | .
Cc1ccc(S(=O)(=O)N2CCN(C(=O)COC(=O)c3cnc(C)cn3)CC2)c(C)c1 | -6 | -3 | 1 | -5 | 4 | 5 | . | -4
CC(C)Oc1ccc(CC2CC(=O)NC2=O)cc1 (centres undefined) | 0 | -2 | . | -2 | . | . | . | -1
COCC#Cc1ccc([C@@H]2[C@H](CO)N3CCCCN(C(=O)NC4CCCC4)C[C@@H]23)cc1 | 2 | 0 | -2 | -1 | -17 | -3 | -0.1 | 3
Cc1ccc(C(=O)Cn2nnc3ccccc32)cc1[N+](=O)[O-] | -3 | 1 | 1 | . | -6 | 3 | . | -6
CCc1ccnc(NC(=O)Nc2ccc(OCc3ccccc3)cc2)c1 | -4 | 5 | . | 2 | . | . | . | 1
CCCCCSc1nc2c(c(=O)[nH]c(=O)n2C)n1C | -2 | 0 | -1 | 0 | -10 | 1 | 1.7 | -7
COc1cccc(CNCc2cccnc2)c1OCc1ccccc1 | 1 | 1 | -1 | 1 | 3 | -1 | 3.4 | -6
CC(C(=O)Nc1nncs1)N1C(=O)C2C3C=CC(C3)C2C1=O (centres undefined) | -8 | . | -1 | . | 2 | -2 | . | .
CC(C)NC(=O)COc1ncnc2sccc12 | 2 | -1 | . | -10 | . | . | . | -11
O=C(NCc1ccccc1)[C@H]1CCCN1C(=O)[C@H]1CCCN1C(=O)C1CCCCC1 | . | . | -3 | . | -9 | -5 | 0.0 | .
O=C(Nc1cccnc1)c1ccc(-c2ccc(Cl)cc2)o1 | -5 | . | . | . | -5 | 2 | -0.5 | .
C[C@H]1CN([C@@H](C)CO)C(=O)c2cc(NC(=O)CCCN(C)C)ccc2O[C@@H]1CN(C)C(=O)Nc1ccc2c(c1)OCO2 | 11 | 6 | 0 | 4 | -11 | -1 | -4.6 | 5
CS(=O)(=O)c1ccc(Cl)c(NC(=O)COC(=O)CCCN2C(=O)c3cccc4cccc(c34)C2=O)c1 | -1 | 0 | -5 | -2 | -10 | -1 | -0.1 | 11
CC(Oc1ccccc1)C(=O)N=C1SC2CS(=O)(=O)CC2N1Cc1ccc(F)cc1 (centres undefined) | 1 | -1 | 5 | -3 | -10 | 3 | . | 4
COc1ccc(Cl)cc1C(=O)CSc1nnnn1C1CCCC1 | -6 | 3 | . | 31 | . | . | . | 5
COc1ccc(NC(=O)N[C@H]2CC[C@@H](CCn3cc(-c4ccc(OC)cc4)nn3)O[C@H]2CO)cc1 | 10 | 1 | -2 | -1 | -10 | 1 | -0.1 | -4
O=S(=O)(Nc1ncnc2sc3c(c12)CCC3)c1ccc2ccccc2c1 | 1 | 0 | . | 5 | . | . | . | -11
C[C@@H]1CN([C@H](C)CO)C(=O)c2cccc(NC(=O)Nc3ccc(C(F)(F)F)cc3)c2O[C@@H]1CN(C)Cc1ccncc1 | 5 | -2 | -2 | -6 | 2 | 1 | 1.8 | 16
COc1ccc(-c2cc(C(=O)N3CCCCC3)no2)cc1OC | 3 | -5 | 7 | 59* | 4 | -6 | . | -5
CO[C@H]1CN(C)C(=O)c2ccc(NC(=O)C3CCCC3)cc2OC[C@H](C)N(C)C[C@H]1C | -10 | 1 | -1 | -2 | -7 | -1 | -0.1 | 1
Cc1cnc(C(=O)OCc2ccc(Br)cc2F)cn1 | 7 | -3 | -1 | -6 | 8 | 2 | . | 3
COc1cccc(CN2CC3(CN(C)C3)c3c([nH]c4cc(OC)ccc34)[C@H]2CO)c1 | . | . | 0 | . | 46 | -3 | -0.1 | .
CN1C[C@@H]2[C@@H]3C(=O)N(C)C(=O)[C@@H]3[C@](C)(C1=O)N2C(=O)c1ccc(Cl)cc1 | -7 | 0 | . | -6 | . | . | 0.0 | -6
COc1cc(C(C)=O)ccc1OCC(=O)N1CCCC1c1ccc2c(c1)OCCCO2 (centres undefined) | . | -4 | 0 | 2 | -58 | 3 | -1.0 | -8
O=C(NCc1ccco1)c1ccc2c(c1)CCO2 | -5 | -2 | -1 | . | -4 | 2 | 0.1 | 4
O=C(CNC(=O)C1COc2ccccc2O1)Nc1cc(Cl)ccc1Cl (centres undefined) | -4 | -5 | -3 | . | -16 | -1 | 1.6 | 1
C[C@H](O)[C@@H]1C(=O)N2CCc3ccc(-c4ccccc4)cc3[C@@H]2C[C@@H]1N(C)C(=O)c1ccco1 | . | . | 3 | 3 | -12 | 6 | 0.2 | .
Cc1ccccc1-c1cc2nc(Oc3cccc4ccccc34)n(C)c(=O)c2s1 | . | -5 | -1 | 7 | 2 | 1 | 1.3 | -7
Cc1ccnc(SCC(=O)Nc2sc3c(c2C#N)CCC(C(C)(C)C)C3)n1 (centres undefined) | 2 | 1 | . | -17 | . | . | . | ?
O=C(Nc1ccc(F)c(F)c1)NC1CCCCC1 | -1 | 3 | . | 66* | . | . | . | 3
CCC1C(=O)N(c2nc(C)cc(C)n2)N=C1C (centres undefined) | 4 | -3 | . | -3 | . | . | . | 0
O=C(Nc1ccccc1F)N[C@H]1C=C[C@@H](CC(=O)N2CCCCC2)O[C@H]1CO | 9 | -2 | 0 | 2 | 1 | -4 | -0.1 | -13

Not a retest: an excerpt of the list.
SMILES | ARNT TACC3 PPI | PglD DTNB | Casp6 inh | esBAF inh | RAD52 inh | ERp5 inh | E-selectin induc | RAD54 branch
O=S(=O)(Nc1ncnc2sc3c(c12)CCC3)c1ccc2ccccc2c1 | 1 | 0 | . | 5 | . | . | . | -11
C[C@@H]1CN([C@H](C)CO)C(=O)c2cccc(NC(=O)Nc3ccc(C(F)(F)F)cc3)c2O[C@@H]1CN(C)Cc1ccncc1 | 5 | -2 | -2 | -6 | 2 | 1 | 1.8 | 16
COc1ccc(-c2cc(C(=O)N3CCCCC3)no2)cc1OC | 3 | -5 | 7 | 59* | 4 | -6 | . | -5
CO[C@H]1CN(C)C(=O)c2ccc(NC(=O)C3CCCC3)cc2OC[C@H](C)N(C)C[C@H]1C | -10 | 1 | -1 | -2 | -7 | -1 | -0.1 | 1
Cc1cnc(C(=O)OCc2ccc(Br)cc2F)cn1 | 7 | -3 | -1 | -6 | 8 | 2 | . | 3
COc1cccc(CN2CC3(CN(C)C3)c3c([nH]c4cc(OC)ccc34)[C@H]2CO)c1 | . | . | 0 | . | 46 | -3 | -0.1 | .
CN1C[C@@H]2[C@@H]3C(=O)N(C)C(=O)[C@@H]3[C@](C)(C1=O)N2C(=O)c1ccc(Cl)cc1 | -7 | 0 | . | -6 | . | . | 0.0 | -6
COc1cc(C(C)=O)ccc1OCC(=O)N1CCCC1c1ccc2c(c1)OCCCO2 (centres undefined) | . | -4 | 0 | 2 | -58 | 3 | -1.0 | -8
O=C(NCc1ccco1)c1ccc2c(c1)CCO2 | -5 | -2 | -1 | . | -4 | 2 | 0.1 | 4
O=C(CNC(=O)C1COc2ccccc2O1)Nc1cc(Cl)ccc1Cl (centres undefined) | -4 | -5 | -3 | . | -16 | -1 | 1.6 | 1
C[C@H](O)[C@@H]1C(=O)N2CCc3ccc(-c4ccccc4)cc3[C@@H]2C[C@@H]1N(C)C(=O)c1ccco1 | . | . | 3 | 3 | -12 | 6 | 0.2 | .
Cc1ccccc1-c1cc2nc(Oc3cccc4ccccc34)n(C)c(=O)c2s1 | . | -5 | -1 | 7 | 2 | 1 | 1.3 | -7

Following part:
SMILES | ARNT TACC3 PPI | PglD DTNB | Casp6 inh | esBAF inh | RAD52 inh | ERp5 inh | E-selectin induc | RAD54 branch
CC(C)N(CCn1c(SCC(=O)N2CC(=O)Nc3ccccc32)nc2ccccc2c1=O)C(C)C | 18 | . | 1 | . | -9 | -10 | . | .
CC(=O)c1cccc(NC(=S)NNC(=O)c2ccc(C)c([N+](=O)[O-])c2)c1 | 23 | -11 | 4 | -3 | -4 | -2 | 3.6 | -1
CC(=O)NC[C@@H]1[C@@H](c2ccc(-c3cccnc3)cc2)[C@@H](CO)N1C(=O)C1CC1 | 0 | 2 | 0 | 0 | -17 | 9 | -0.3 | -4
Cn1nnc(NC(=S)NC(=O)c2cc3ccccc3o2)n1 | -4 | 1 | 2 | 8 | -18 | 6 | 3.7 | -8
O=C(O)c1ccn(CSc2cc(Cl)ccc2Cl)n1 | -3 | -2 | 3 | -4 | -10 | -13 | . | -5
C[C@@H]1CN([C@@H](C)CO)C(=O)c2cc(-c3ccc(C#N)cc3)cnc2O[C@@H]1CN(C)CC1CCOCC1 | 4 | -1 | -4 | 0 | 8 | -3 | -0.1 | 3
O=C(Cc1ccccc1)NCCc1c[nH]c2ccccc12 | -1 | 9 | -1 | -10 | -7 | 0 | . | -5
C/C(=N\N=C1\NC(=O)C(CC(=O)Nc2ccccc2F)S1)C1CCCCC1 (centres undefined) | 8 | 2 | 2 | 8 | -4 | 3 | -0.7 | -8
CCOC(=O)c1cnc2c(OC)cccc2c1N1CCN(c2ccccn2)CC1 | -3 | 2 | 0 | 3 | -9 | 1 | . | 2
Cc1noc(C)c1S(=O)(=O)Nc1ccc2c(c1)C(=O)N([C@@H](C)CO)C[C@@H](C)[C@H](CN(C)S(=O)(=O)c1ccccc1)OCCCC[C@H](C)O2 | -5 | -1 | 4 | 1 | -42 | 1 | -0.2 | 1
COc1ccc(C2CC(c3ccc(Br)cc3)=NN2C(=O)CSC2=NCCS2)cc1 (centres undefined) | 2 | . | 1 | . | -28 | 6 | -0.3 | .
C[C@H](CO)N1C[C@H](C)[C@H](CN(C)C(=O)Nc2cccc3ccccc23)Oc2ncc(-c3cccc(C(F)(F)F)c3)cc2C1=O | 9 | -3 | 3 | 2 | -5 | -2 | -0.1 | -3
OC(CNC1Cc2ccccc2C1)c1ccccc1 (centres undefined) | -7 | 0 | . | 2 | . | . | . | -9
